SIAE inh = human SIAE inhibitors, primary screen, biochemical, fluorescence polarization, FP-Rh probe, 1536-well HTS | 370,000 tested, 0.69% active | AID 1053197, 2014 | SIAE FP-Rh probe binding | inhibition, % at 9.66 µM | Sialate O-acetylesterase (Homo sapiens), Q9HAT2;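 active = inhibition above a cutoff: mean of compounds within the control limits plus 3 SD of those, cut at about 17% in these data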;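 also: 0% = plate median of compound wells and 100% = probe without SIAE protein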
TDP2 inh = human TDP2 enzyme inhibitors, primary screen, biochemical, epi absorbance, recombinant enzyme. Tyrosyl-DNA phosphodiesterase 2 (Homo sapiens), O95551. T5PNP hydrolysis, p-nitrophenol absorbance 415 nm. inhibition, % at 12.8 µM. 370,000 tested, 0.34% active. AID 720702, 2013;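 active = inhibition above the mean of all tested compounds plus 3 SD, set per campaign, cut at about 25% in these data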;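 also: 0% = DMSO with enzyme and 100% = buffer with substrate but no TDP2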
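System: recombinant human TDP2 / Amount: 120 nM TDP2 per well / Also added: 5 mM T5PNP chromogenic substrate / Doses: 12.8 µM single point, 1% DMSO / Incubation: 2 h at 37 °C / Detection: p-Nitrophenol epi absorbance / Evaluation: % inhibition relative to enzyme-containing and enzyme-free wells / Repeats: singlicate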
ADAM17 inh = ADAM17 inhibitors, primary screen, biochemical, QFRET; Disintegrin and metalloproteinase domain-containing protein 17 (Homo sapiens), P78536; recombinant ADAM17, EDANS/DABCYL FRET peptide cleavage; inhibition, % at 6.95 µM; 370,000 tested, 0.83% active;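 active = inhibition above the mean of compounds lying between control limits plus 3 SD, set per campaign, cut at about 8.5% in these data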;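 also: 0% = DMSO-only wells as the low control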
ADAM10 inh = human ADAM10 inhibitors, primary screen, biochemical, QFRET, HTS; 370,000 tested, 0.62% active; Disintegrin and metalloproteinase domain-containing protein 10 (Homo sapiens), O14672; inhibition, % at 7 µM; recombinant ADAM10, EDANS/DABCYL FRET peptide cleavage, 3 h;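 active = inhibition above a per-campaign cutoff equal to the mean of compounds falling between control-based bounds plus 3 SD, cut at about 20% in these data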;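 also: 0% = DMSO wells while the 100% control is not disclosed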
ASAP1 inh = inhibitors of human ASAP1 ArfGAP activity, primary screen, biochemical, fluorescence polarization; inhibition, % at 16.5 µM; 360,000 tested, 0.19% active; Arf-GAP with SH3 domain, ANK repeat and PH domain-containing protein 1 (Homo sapiens), …; ASAP1-stimulated ARF1 GTP hydrolysis, GDP FP detection; in the data active = inhibition above about 25%;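 also: 0% = vehicle with enzyme and substrate and 100% = no enzyme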
Target sequence (Q9ULH1 325-724 limits assumed): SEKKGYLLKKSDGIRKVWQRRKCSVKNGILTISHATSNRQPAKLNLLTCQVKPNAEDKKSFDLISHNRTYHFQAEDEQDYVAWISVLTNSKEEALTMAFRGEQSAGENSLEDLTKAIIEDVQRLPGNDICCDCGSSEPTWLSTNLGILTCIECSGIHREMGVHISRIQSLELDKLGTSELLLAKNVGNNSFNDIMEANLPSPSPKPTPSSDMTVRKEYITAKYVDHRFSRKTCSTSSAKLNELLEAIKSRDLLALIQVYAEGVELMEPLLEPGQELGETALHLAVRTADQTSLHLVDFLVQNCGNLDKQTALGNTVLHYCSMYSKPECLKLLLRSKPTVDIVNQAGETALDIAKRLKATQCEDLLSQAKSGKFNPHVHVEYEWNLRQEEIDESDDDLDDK
Tn7 DDE FP = inhibitors of Tn7 peptide binding to fibrin DD(E), primary screen, biochemical, fluorescence polarization, human fibrin, Tn7 probe; Fibrinogen beta chain (Homo sapiens), P02675; FP displacement of FITC-Tn7 peptide from fibrin DD(E); 0% = median of compound wells per plate; inhibition, % at 8.3 µM; 370,000 tested, 0.13% active;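 active = inhibition above the mean of compounds falling within the control limits plus 3 SD of them, cut at about 14% in these data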;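 also: 0% = plate median of compound wells and 100% = 10 µM Aha-Tn7 peptide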
Target sequence (P02675 whole entry, looked up): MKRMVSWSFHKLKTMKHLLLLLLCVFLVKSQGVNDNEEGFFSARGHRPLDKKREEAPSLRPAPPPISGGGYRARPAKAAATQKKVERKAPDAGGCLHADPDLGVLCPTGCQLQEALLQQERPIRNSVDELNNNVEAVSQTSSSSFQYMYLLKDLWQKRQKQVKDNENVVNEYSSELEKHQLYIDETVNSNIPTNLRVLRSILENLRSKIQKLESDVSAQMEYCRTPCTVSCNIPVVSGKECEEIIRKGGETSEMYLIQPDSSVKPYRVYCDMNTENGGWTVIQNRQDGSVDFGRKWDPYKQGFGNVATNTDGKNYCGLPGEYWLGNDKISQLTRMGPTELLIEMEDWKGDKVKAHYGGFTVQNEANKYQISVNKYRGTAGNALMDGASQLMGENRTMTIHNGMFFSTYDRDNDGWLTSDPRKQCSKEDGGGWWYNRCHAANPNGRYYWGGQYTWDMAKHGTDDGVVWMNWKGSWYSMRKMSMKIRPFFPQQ
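assay system = human clot-derived fibrin DD(E) complex | quantity = Fibrin-DD(E) at 2 µM final | timing = 10 min preincubation, 3 h with tracer, room temperature | signal = fluorescence polarization | measure = percent inhibition | benchmarks = high control wells with 10 µM unlabelled Aha-Tn7 peptide (full inhibition) | replicates = singlicate testing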
PLC-gamma1 inh = PLC-gamma1 enzyme inhibitors, primary screen, biochemical, fluorescence, purified enzyme | AID 720700, 2013 | inhibition, % at 12.2 µM | fluorogenic substrate | 370,000 tested, 0.84% active; in the data active = inhibition above about 9.5%
PLCb3 inh = human PLC-beta3 inhibitors, primary screen, biochemical, fluorescence | Purified PLC-beta3, fluorogenic substrate | inhibition, % at 12.2 µM | 1-phosphatidylinositol 4,5-bisphosphate phosphodiesterase beta-3 (Homo sapiens), Q01970 | 370,000 tested, 0.18% active; in the data active = inhibition above about 11%;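 also: 0% = median of compound wells on plate and 100% = full blocker control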
ARFGAP1 inhibitor = inhibitors of rat ARFGAP1 GAP activity, primary screen, biochemical, fluorescence polarization, GDP tracer; ADP-ribosylation factor GTPase-activating protein 1 (Rattus norvegicus), Q62848; Arfgap1-stimulated ARF1 GTP hydrolysis, GDP FP detection; inhibition, % at 16.5 µM; 360,000 tested, 0.26% active;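 active = inhibition above a per-plate limit, mean inhibition of low control wells plus 3 SD, cut at about 25% in these data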;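 also: 0% = DMSO wells with enzyme and 100% = wells lacking Arfgap1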
Target sequence (Q62848 1-136 limits assumed): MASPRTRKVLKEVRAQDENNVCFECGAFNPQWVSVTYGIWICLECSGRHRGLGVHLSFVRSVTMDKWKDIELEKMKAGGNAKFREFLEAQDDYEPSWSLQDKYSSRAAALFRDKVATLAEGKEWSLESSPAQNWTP
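System: truncated rat Arfgap1 GAP domain / Medium: HEPES-based buffer, pH 7.5 / Also added: N-terminally truncated human ARF1-GTP substrate / Incubation: enzyme reaction 120 min at 25 °C after 20 min preincubation / Measured by: FP of antibody-bound GDP Alexa 633 tracer, ex 620/em 688 nm / Replicates: singlicate, each compound tested once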
DDE Tn6 FP inh = inhibitors of Tn6 peptide binding to fibrin DD(E), primary screen, biochemical, fluorescence polarization, human fibrin, Tn6 probe. Fibrinogen beta chain (Homo sapiens), P02675. Fibrin DD(E) TRITC-Tn6 fluorescence polarization displacement. inhibition, % at 8.3 µM. 370,000 tested, 0.21% active. AID 720509, 2013;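 active = inhibition above a per-campaign cutoff: mean of compounds within control limits plus 3 SD, cut at about 15% in these data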;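 also: 0% = median of all compound wells on the plate and 100% = blocking peptide control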
Active calls of the source: *.

| SIAE inh | TDP2 inh | ADAM17 inh | ADAM10 inh | molecule | ASAP1 inh | Tn7 DDE FP | PLC-gamma1 inh | PLCb3 inh | ARFGAP1 inhibitor | DDE Tn6 FP inh |
| --- | --- | --- | --- | --- | --- | --- | --- | --- | --- | --- |
| -5 | -7 | 2 | 4 | Cc1cccc(N2CC(C(=O)Nc3nc4ccc(S(C)(=O)=O)cc4s3)CC2=O)c1C (stereo not drawn) | -13 | 6 | 5 | -7 | -4 | -3 |
| 1 | 0 | -4 | 8 | CCNC(=O)CN(C1CCCCC1)S(C)(=O)=O | 4 | -3 | 3 | 0 | 6 | -4 |
| -11 | 0 | -61 | -230 | Cc1cc(OCC(=O)NCc2ccccn2)c2c(C)cc(=O)oc2c1 | 10 | -1 | -98 | -152 | -1 | 8 |
| -7 | 3 | 2 | 7 | CCCCN1CCNC1=S | 5 | -3 | 4 | -1 | 10 | 7 |
| -7 | 9 | -4 | -4 | CN1CCN(c2ccc(Cl)cc2NC(=O)c2ccc(=O)n(C)n2)CC1 | 19 | -7 | 0 | -5 | 0 | -6 |
| 11 | 4 | -6 | 2 | O=C(c1cccs1)N1CCCc2ccccc21 | 7 | -4 | 1 | 1 | 4 | 10 |
| -5 | -14 | -1 | -4 | O=C(Nc1ccccc1C(=O)NC1CC1)c1ccccc1 | -9 | -4 | -6 | -8 | 6 | 5 |
| 1 | 1 | 2 | -6 | CC(C)n1nnnc1SCC(=O)NC1CCCC1 | -2 | 0 | 5 | 1 | -8 | 6 |
| -6 | 3 | -4 | 1 | CCNc1nc(NC(C)C)nc(OCCOC(=O)c2ccccc2)n1 | -3 | 6 | 0 | 5 | -12 | -1 |
| -4 | 4 | 1 | -6 | O=C(c1ccc(Br)o1)N1CCN(CCc2ccncc2)CC1 | 10 | 2 | -4 | -5 | 3 | -9 |
| 0 | 0 | 0 | -3 | Cc1cc(C)c(S(=O)(=O)NCC2CCC(C(=O)NCCCN3CCC(C)CC3)CC2)c(C)c1 (stereo not drawn) | 3 | 1 | -1 | -7 | 14 | 4 |
| 3 | -7 | -6 | -7 | CC1(C)CNC(=S)N1Cc1ccccc1 | -1 | 0 | -1 | 0 | -9 | -1 |
| 4 | 6 | 2 | 8 | Fc1ccccc1NC(=S)N/N=C/c1ccccc1Br | 4 | 6 | 3 | -2 | 1 | 6 |
| 2 | -6 | -6 | -6 | COC(=O)N=Nc1c(O)n(Cc2ccccc2)c2ccccc12 | -6 | -3 | 3 | -9 | -3 | -3 |
| 2 | -6 | -21 | -52 | COc1ccc(-c2cc(C(F)(F)F)n3nc(C(=O)N4CCCCC4)cc3n2)cc1 | 7 | -4 | -114 | -195 | -3 | 10 |
| 1 | 13 | 0 | -7 | CCC1CCCCN1S(=O)(=O)c1ccc2c(c1)CCN2C(C)=O (stereo not drawn) | 4 | 6 | 3 | -2 | 18 | 4 |
| 0 | -9 | 4 | 10 | On1nnc2cc(C(F)(F)F)ccc21 | 6 | -8 | 7 | 1 | -4 | 1 |
| -7 | 0 | -2 | 4 | O=C(c1cccc(C(F)(F)F)c1)N1CCCC1 | 16 | -3 | 1 | 2 | 8 | -6 |
| 2 | 1 | 4 | 10 | Cc1ccccc1CS(=O)(=O)c1nnc([C@H](Cc2ccccc2)NC(=O)OC(C)(C)C)o1 | 2 | 1 | 4 | 3 | -7 | -6 |
| -4 | 2 | 0 | 10 | CCOc1cc(CNCCCN2CCOCC2)cc(Br)c1OCC(=O)Nc1cccc(C(F)(F)F)c1 | 18 | -2 | 4 | 2 | -4 | -2 |
| 0 | 0 | -3 | -8 | Cc1cc(Cl)ccc1OC(C)C(=O)NCCCn1ccnc1 (stereo not drawn) | -17 | 2 | 1 | -1 | 9 | 7 |
| -2 | -6 | 4 | 3 | CC(=O)N/N=C/c1ccc(OCCOc2ccc(Br)cc2)cc1 | 6 | -6 | 1 | 3 | 2 | -4 |
| -5 | 3 | -6 | -6 | COC1Cc2ccccc2N(C(N)=O)c2ccccc21 (stereo not drawn) | -3 | -1 | 0 | -2 | 6 | 2 |
| 4 | -6 | -1 | -9 | COc1ccc(N=C/C=C2/C=C(c3ccccc3)OC(C)(C)O2)cc1 | -9 | -1 | -1 | 1 | 5 | 2 |
| 0 | -1 | -1 | 11 | Cc1ccc(CNc2ncnc3cc(Cl)ccc23)o1 | -5 | 2 | -4 | -3 | -3 | 6 |

Four entries from above, with the structure last:
SIAE inh	TDP2 inh	ADAM17 inh	ADAM10 inh	ASAP1 inh	Tn7 DDE FP	PLC-gamma1 inh	PLCb3 inh	ARFGAP1 inhibitor	DDE Tn6 FP inh	SMILES
0	0	-3	-8	-17	2	1	-1	9	7	Cc1cc(Cl)ccc1OC(C)C(=O)NCCCn1ccnc1 (stereo not drawn)
-2	-6	4	3	6	-6	1	3	2	-4	CC(=O)N/N=C/c1ccc(OCCOc2ccc(Br)cc2)cc1
-5	3	-6	-6	-3	-1	0	-2	6	2	COC1Cc2ccccc2N(C(N)=O)c2ccccc21 (stereo not drawn)
4	-6	-1	-9	-9	-1	-1	1	5	2	COc1ccc(N=C/C=C2/C=C(c3ccccc3)OC(C)(C)O2)cc1

The listing picks up with the five entries that preceded the break.
| SIAE inh | TDP2 inh | ADAM17 inh | ADAM10 inh | molecule | ASAP1 inh | Tn7 DDE FP | PLC-gamma1 inh | PLCb3 inh | ARFGAP1 inhibitor | DDE Tn6 FP inh |
| --- | --- | --- | --- | --- | --- | --- | --- | --- | --- | --- |
| 0 | 0 | -3 | -8 | Cc1cc(Cl)ccc1OC(C)C(=O)NCCCn1ccnc1 (stereo not drawn) | -17 | 2 | 1 | -1 | 9 | 7 |
| -2 | -6 | 4 | 3 | CC(=O)N/N=C/c1ccc(OCCOc2ccc(Br)cc2)cc1 | 6 | -6 | 1 | 3 | 2 | -4 |
| -5 | 3 | -6 | -6 | COC1Cc2ccccc2N(C(N)=O)c2ccccc21 (stereo not drawn) | -3 | -1 | 0 | -2 | 6 | 2 |
| 4 | -6 | -1 | -9 | COc1ccc(N=C/C=C2/C=C(c3ccccc3)OC(C)(C)O2)cc1 | -9 | -1 | -1 | 1 | 5 | 2 |
| 0 | -1 | -1 | 11 | Cc1ccc(CNc2ncnc3cc(Cl)ccc23)o1 | -5 | 2 | -4 | -3 | -3 | 6 |
| 7 | -8 | 10* | 26* | CCN(CC)S(=O)(=O)c1cc([N+](=O)[O-])ccc1NNC(=O)Nc1ccccc1OC | -3 | -4 | 10* | 6 | -9 | 1 |
| 7 | 2 | -9 | -9 | COc1ccc(CC(N)c2csc(NC(=O)Nc3cc(OC)ccc3OC)n2)cc1 (stereo not drawn) | -3 | 6 | 5 | -1 | 5 | -4 |
| 1 | 12 | 0 | 2 | COc1cc(CN2CCCC(C(=O)c3ccccc3SC)C2)cc(OC)c1 (stereo not drawn) | 7 | 1 | 2 | 5 | -3 | 2 |
| 7 | 8 | -3 | -2 | COc1ccc(CC(=O)Nc2cc(C)ccc2O)cc1OC | 1 | 1 | -3 | 2 | 3 | 6 |
| 1 | 13 | -4 | 1 | COCCn1c(NC(=S)NC(=O)C23CC4CC(CC(C4)C2)C3)cc(=O)[nH]c1=O | 11 | 0 | 3 | -5 | -11 | 5 |
| 2 | -1 | 1 | 2 | CCOc1ccc(CNC23CN4CN(CN(C4)C2)C3)cc1 | -2 | -3 | 4 | 3 | 2 | 0 |
| 4 | 10 | -5 | -7 | Nc1ccc2c(c1)CCC2=O | -7 | -2 | -4 | -5 | -6 | -8 |
| 4 | 9 | -14 | -44 | CCOc1ccc(-n2ccnc(SCC(=O)NC3CCCC3)c2=O)cc1 | 3 | 8 | -103 | -98 | -6 | 7 |
| 5 | 8 | -4 | 0 | COc1cccc(C=N[C@@H](CO)[C@@H](O)c2ccc([N+](=O)[O-])cc2)c1O | 10 | -1 | 0 | -4 | -4 | -3 |
| -5 | -9 | -1 | 8 | COc1ccc(CN2CCCC(C(=O)c3ccc(Cl)cc3)C2)cc1Cn1cccn1 (stereo not drawn) | 2 | -13 | 4 | 1 | -9 | -5 |
| 8 | 10 | -1 | -4 | O=C(c1ccccc1)N1C(=O)C(c2ccccc2)Oc2ccccc21 (stereo not drawn) | -3 | 0 | 0 | -6 | -7 | -8 |
| -7 | -10 | -4 | -3 | COc1ccc(-c2nnn(CC#N)n2)cc1OC | -15 | 7 | 4 | 0 | -3 | 9 |
| 0 | -6 | -1 | -4 | CCN(CC(=O)N1CCOCC1)S(=O)(=O)c1ccc(F)cc1 | 4 | 2 | -1 | 0 | 2 | 6 |
| -1 | 6 | 0 | -2 | CCCOc1ccc(-c2c(C(=O)N/N=C/c3ccccc3OCC)nnn2-c2nonc2N)cc1 | -9 | 5 | -1 | -5 | -8 | 4 |
| -7 | -24 | 1 | 7 | CCOc1ccc(CCNC(=O)C2CCCN(S(C)(=O)=O)C2)cc1OCC (stereo not drawn) | -10 | 2 | 3 | 13* | -1 | 7 |
| -6 | -8 | -1 | 5 | CC(C)(C)c1ccc(CSc2ccc(S(=O)(=O)N3CCOCC3)cn2)cc1 | -9 | -9 | -1 | -2 | 10 | 0 |
| -2 | 7 | -13 | -29 | COc1ccccc1Oc1nc2ccccn2c(=O)c1/C=C(\C#N)C(=O)Nc1c(C)n(C)n(-c2ccccc2)c1=O | 8 | 9 | -48 | -54 | -4 | 7 |
| 0 | -1 | -5 | -9 | Cc1ccc(N2C(=O)c3n[nH]c(C)c3C2c2ccco2)cc1 (stereo not drawn) | 1 | 2 | 2 | -1 | -10 | -10 |
| 42* | 4 | -4 | -9 | Cn1c(NN)nc2sc3c(c2c1=O)CCC3 | 2 | 0 | -2 | -2 | 8 | -4 |
| -2 | 6 | -9 | -16 | COc1ccc(NC2=CC(=O)CC(c3ccccc3)C2)cc1 (stereo not drawn) | -5 | -7 | -27 | -33 | 5 | 8 |

Assay outcomes from PubChem BioAssay.
